# Source: PubChem BioAssay (National Center for Advancing Translational Sciences (NCATS))
# TDP1 cell noCPT: qHTS for Inhibitors of human tyrosyl-DNA phosphodiesterase 1 (TDP1): qHTS in cells in absence of CPT; DT40 Tdp1-/- hTDP1 cells, no CPT, ATP luminescence, 48 h; Potency, µM (series often up to 46.2 µM), for the others: at the top dose activity change, negative = growth inhibition, actives largely listed as inhibitors; hit rate 15% among 420,000; AID 686978, 2013; also: nearly all actives have a fitted effect of over 55% in size
#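 Chicken DT40 Tdp1-/- cells stably complemented with human TDP1 were seeded at 400 cells/well with DMSO in place of 20 nM camptothecin. After compound pinning, cells grew at least 48 hr at 37 °C; viability read by CellTiter-Glo luminescence.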
# TDP1 block: inhibitors of human tyrosyl-DNA phosphodiesterase TDP1; hit rate 0.28% among 350,000; AID 485290; Q9NUW8; Potency, µM (series often up to 130 µM), for the others: top-dose activity change, negative = inhibition, usual class: inhibitors; recombinant TDP1, AlphaScreen DNA substrate cleavage; also: nearly all actives have a fitted effect of over 40% in size
# Target sequence (Q9NUW8 whole entry, looked up): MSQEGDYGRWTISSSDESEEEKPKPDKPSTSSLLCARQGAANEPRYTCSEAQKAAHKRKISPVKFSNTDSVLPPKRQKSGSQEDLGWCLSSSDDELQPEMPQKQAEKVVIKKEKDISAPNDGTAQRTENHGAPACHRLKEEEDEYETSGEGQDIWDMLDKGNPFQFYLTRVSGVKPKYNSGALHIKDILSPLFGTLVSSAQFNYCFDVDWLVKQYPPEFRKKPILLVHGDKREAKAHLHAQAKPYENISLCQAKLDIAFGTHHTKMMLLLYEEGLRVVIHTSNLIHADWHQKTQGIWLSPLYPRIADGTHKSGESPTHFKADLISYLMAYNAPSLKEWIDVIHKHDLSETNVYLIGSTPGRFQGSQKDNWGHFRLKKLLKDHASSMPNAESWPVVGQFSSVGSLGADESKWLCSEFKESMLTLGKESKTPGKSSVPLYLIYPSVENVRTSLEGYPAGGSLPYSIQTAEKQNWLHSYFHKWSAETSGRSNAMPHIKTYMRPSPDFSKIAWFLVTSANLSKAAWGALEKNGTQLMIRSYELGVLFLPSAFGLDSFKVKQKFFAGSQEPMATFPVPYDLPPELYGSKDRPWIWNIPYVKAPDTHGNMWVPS
#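 Compounds were preincubated with Tdp1 (1 nM final) for 15 min at room temperature before substrate (15 nM final) started a 5 min reaction; beads (10 ug/ml final) were then added for 10 min before AlphaScreen detection.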
# TDP1 cell CPT: growth inhibition of DT40 Tdp1-/-;hTDP1 cells with camptothecin (screen for TDP1 inhibitors). chicken DT40 Tdp1-/-;hTDP1 cells + 20 nM CPT, ATP luminescence, 48 h. hit rate 12% among 420,000. Potency, µM (top dose mostly 46.2 µM), for inactives: at the top dose activity change, negative = growth inhibition, actives largely listed as inhibitors. AID 686979; also: nearly all actives have a fitted effect of over 55% in size
#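 Cell growth measured by CellTiter-Glo luminescence after a minimum 48 h, 37 C compound exposure with 20 nM CPT in Tdp1-knockout DT40 cells stably expressing hTDP1, seeded 400/well; qHTS titration format.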
# An asterisk follows results filed as active; ? = inconclusive; / = not tested or not shown; [ ] = dose if it differs, or a comment. Calls follow the shape of the dose curve; as a rule, active = well fitted curve in the direction sought with a large enough effect; inconclusive = small, poorly fitted or top-dose-only effect, or another doubt; inactive = no such curve, though single readings can be large; an effect the other way counts as inactive or inconclusive. % is scaled to controls: 0 for no effect and ±100 for the full control effect; potency is read from the fitted curve at half-maximal effect.
# Values in the order – TDP1 cell noCPT	TDP1 block	TDP1 cell CPT
1	CC(C)(C)c1ccc(C(=O)NNc2cc(N3CCOCC3)nc(N3CCOCC3)n2)cc1
    -23%	7%	-3%
2	O=C(Nc1ccc(Nc2ccccc2)cc1)c1ccc(F)cc1
    21µM*	/	?
3	COCC(O)CSc1nc(C)[nH]c1[N+](=O)[O-] (stereo not given)
    1%	5%	-3%
4	N#Cc1c2n(c(=S)n(-c3ccc(F)cc3)c1=O)CCCCC2
    -17%	1%	-13%
5	COc1ccccc1NC(=O)Nc1ccc(C(=O)N2CCCCC2)cc1
    21µM*	5%	?
6	CCCOP(=O)(c1ccc(N(C)C)cc1)C(O)c1ccccc1OC (stereo not given)
    ?	1%	-7%
7	O=C(CC1Oc2ccccc2NC1=O)NCc1ccccc1 (stereo not given)
    -10%	-1%	?
8	O=c1c(Cl)c(Cl)cnn1Cc1ccccc1Cl
    1µM*	-2%	2.6µM*
9	COc1cc(C(=O)OCC(=O)N2CCN(S(=O)(=O)c3ccc(C)cc3C)CC2)c([N+](=O)[O-])cc1OC
    21µM*	/	?
10	CCOC(=O)C1CCN(C(=O)C(C)Oc2ccc(C(=O)c3ccccc3)cc2)CC1 (stereo not given)
    ?	0%	?
11	CC1(C)CCC(=O)N2CC[C@H]3C[C@H](OC(=O)Nc4ccccc4)C[C@@H]1[C@H]32
    ?	/	16µM*
12	COC(=O)c1ccccc1NC(=O)CN(C)S(=O)(=O)c1ccc(OC)c(C)c1
    ?	5%	23µM*
13	CC(C)CC(=O)N1CCN(CC2CC=CCC2)CC1 (stereo not given)
    -1%	/	-3%
14	COc1ccc(C(=O)N/N=C(\C)CC(=O)Nc2cccc(C(F)(F)F)c2)cc1
    ?	/	9%
15	O=C1CN(C(=O)COC(=O)[C@@H]2CCCN2S(=O)(=O)c2ccc(Cl)cc2)c2ccccc2N1
    -28%	1%	-40%
16	COCCC(=O)N1CCC(Oc2ccc(C(=O)N3CCC(N(C)C)C3)cc2)CC1 (stereo not given)
    4%	2%	-1%
17	O=C(NC(=S)Nc1cccc(-c2ccc(CO)o2)c1)c1cccs1
    26µM*	4%	?
18	O=C(NN=C1CCCC1)C1COc2ccccc2O1 (stereo not given)
    0%	5%	6%
19	CC(=O)c1ccc(Nc2nc(C(N)CCc3ccccc3)cs2)cc1 (stereo not given)
    16µM*	/	?
20	O=C(Nc1ccccc1)OCCOc1cccc(Br)c1
    -7%	/	9%
21	CC(C)NS(=O)(=O)c1ccc(CCC(=O)NCc2ccco2)cc1
    -12%	5%	-21%
22	Cc1nn(-c2ccccc2Cl)c(Cl)c1/C=N/Nc1cccc(C(=O)O)c1
    -12%	2%	3%
23	O=C(Cn1c(-c2ccccc2)noc1=O)Nc1ccc(S(=O)(=O)N2CCOCC2)cc1
    -6%	4%	4%
24	O=C1C2C3C=CC(C3)C2C(=O)N1CN(Cc1ccccc1)CN1C(=O)C2C3C=CC(C3)C2C1=O (stereo not given)
    ?	4%	?
25	COc1ccc(OCCn2c(C)nc3ccccc32)cc1
    ?	/	?
26	Cc1cccc(-c2cc(C(=O)O)c3c(-c4ccc(F)cc4)[nH]nc3n2)c1
    -13%	0%	-4%
27	O=C(O)CCc1ccc(S(=O)(=O)Nc2ccccc2N2CCCCC2)cc1
    ?	0%	?
28	Cc1ccc([C@@H]2CC(=O)[C@@H]3CN(S(=O)(=O)c4ccc(C)cc4)[C@H](c4ccccc4F)C[C@@H]3N2S(=O)(=O)c2ccc(Cl)cc2)cc1
    -6%	/	-12%
29	Cc1ccc(N=Cc2nc(/C=C/c3cccc([N+](=O)[O-])c3)oc2O)cc1
    ?	-4%	?
30	COc1ccc(-n2c3c(cc(C(=O)N4CCN(CCO)CC4)c2=O)C(=O)CC(C)(C)C3)cc1
    -13%	-2%	-5%
31	CC1CN(c2ccnc3cc(Cl)ccc23)CC(C)O1 (stereo not given)
    12µM*	/	?
32	CCOC(=O)N(C)c1c(CC)nc2c(OCc3ccccc3C)cccn12
    15µM*	/	?
33	Cc1c(C(=O)N2CCCCC2)sc2ncnc(NCCN(C)C)c12
    2%	/	17%
34	Cc1ccccc1CN(C)CCS(=O)(=O)c1cc(Cl)ccc1Cl
    ?	-15%	?
35	CC(=O)NC1N=C(C)N(c2ccccc2)C1=O (stereo not given)
    -17%	3%	-9%
36	Cc1ccc(-n2nc3c4c(cccc4c2=O)-c2ccccc2-3)cc1
    ?	1%	-27%
37	CCC(=O)OCC(=O)N=c1sccn1Cc1ccccc1Cl
    -5%	4%	-2%
38	CCOc1ccc(NC2=NCCC(=O)N2Cc2cccs2)cc1
    -6%	0%	-4%
39	Cc1cccc(N2CCN(c3ccc(N4C(=O)CCCC4=O)cc3[N+](=O)[O-])CC2)c1C
    ?	3%	?
40	CC(=O)Nc1ccc(NC(=O)COC(=O)c2ccc(C)s2)cc1
    ?	3%	-12%
41	CC(=O)/C=C\C1[C@]2(C)CCCC(C)(C)C2CC[C@@]1(C)O (stereo not given in full)
    -2%	-3%[56.1 µM]	0%
42	O=C(CSc1nc2cc(Cl)ccc2s1)N1CCCc2ccccc21
    14µM*	-8%	?
43	COc1ccc(/C=N\NC(=O)c2ccccc2)cc1COc1ccccc1
    ?	3%[56.1 µM]	?
44	Cc1cc(-c2ccc(C)c(S(=O)(=O)Nc3cccc(C)n3)c2)on1
    ?	5%	3%
45	O=C(c1cccc(OC2CCN(C3CCCC3)CC2)c1)N1CCCCCCC1
    ?	-1%	-6%
46	O=C(O)CCCCCN1C(=O)/C(=C\c2ccc(-c3ccc(Cl)cc3)o2)SC1=S
    ?	40µM*	?
47	COc1ccc(N(CC(=O)Nc2c(C)n(C)n(-c3ccccc3)c2=O)S(=O)(=O)c2ccc(C)cc2)cc1
    -11%	-1%	-3%
48	COCCNC(=O)C(c1ccc(F)cc1)N(C(=O)CCC(=O)Nc1nccs1)c1cccc(C)c1 (stereo not given)
    -1%	-1%	-3%
49	Cc1ccc(S(=O)(=O)N2CCOCC2)cc1NC(=O)CNCc1ccccn1
    23%	9%	?
50	O=[N+]([O-])c1cc([N+](=O)[O-])c(Oc2cccnc2Br)cc1NN1CCCCC1
    ?	/	?
51	CCOC(=O)Cc1csc(NC(=O)c2ccc(F)cc2)n1
    -19%	/	?
52	COc1cc(NC(=O)Nc2cccc(C(C)=O)c2)cc(OC)c1OC
    -12%	5%	1%
53	CCN(CC)c1ncccc1C(=O)NCc1cccs1
    -20%	2%	-12%
54	Cc1ccc(NC(=O)C2(C)Cc3ccccc3C(=O)O2)c(C)c1 (stereo not given)
    ?	-8%	-14%
55	CC1=C(C(=O)Nc2ccccc2)C(c2ccncc2)C(C#N)=C(SCC(=O)NC(C)C)N1 (stereo not given)
    -14%	-3%	?
56	COc1ccc(CSc2nnnn2Cc2ccccc2)cc1OC
    -30%	2%	-16%
57	CCN1C(=O)Cc2cc(S(=O)(=O)N3CCOCC3)ccc21
    -26%	1%	0%
58	COc1ccc(NC(=O)c2c(NCc3cccs3)sc3c2CCC(C)C3)c(OC)c1 (stereo not given)
    ?	6%	?
59	COc1cccc(C2CC(c3cccs3)=NN2C(=O)CSC2=NN3CCCC(=O)N=C3S2)c1OC (stereo not given)
    ?	10%	?
60	CC(C)(C)Cc1c(-c2cccc(Br)c2)nc2ccc(Cl)cn12
    ?	/	?

# Next results:
# Values in the order – TDP1 cell noCPT	TDP1 block	TDP1 cell CPT
61	CCOC(=O)c1oc2ccccc2c1COC(=O)CNC(=O)c1ccccc1
    -7%	0%	-10%
62	Cc1ccccc1NC(=S)Nn1cnnc1
    18%	4%	0%
63	CCc1ccc(NC(=O)C2CCN(c3nn4c(=O)cc(C)nc4s3)CC2)cc1
    ?	-3%	?
64	Cc1ccc(NC(=O)Cn2cc3c(n2)CCCC3)cc1Cl
    ?	3%	-29%
65	COc1cccc(CN2CCC(Oc3ccc(C(=O)NCc4ccccn4)cc3)CC2)c1
    14%	1%	3%
66	CCc1ccc(CNC(=O)c2cc3c(=O)n(Cc4cccs4)ccc3nc2C)cc1
    23µM*	7%	18µM*
67	C/C(=N\NC(=O)c1ccc([N+](=O)[O-])cc1Cl)c1ccccc1
    ?	5%	?
68	CC(C)(C)c1ccc(S(=O)(=O)NNC(=O)C2CCN(Cc3cccc(F)c3)CC2)cc1
    -12%	0%	-3%
69	CCOC(=O)/C(C#N)=C/c1cccc(F)c1
    -12%	5%	-4%
70	CCn1c2c(c(=N)c3c1CCC3)CCC2
    -6%	1%	-7%
71	O=C(NNC1=Nc2cc([N+](=O)[O-])ccc2OC1)c1ccccc1Cl
    ?	5%	?
72	NS(=O)(=O)c1ccc(CCNC(=O)C(=O)c2cn(CC(=O)N3CCOCC3)c3ccccc23)cc1
    20%	1%	8%
73	CCOC(=O)/C(C)=N/NC(=O)c1cccc([N+](=O)[O-])c1
    -1%	1%	9%
74	CN(C)CCOC(=O)COc1ccc(Cl)cc1
    -7%	7%[56.1 µM]	7%
75	C/C(=N/NC(=O)CCC(=O)Nc1ccc(Br)cc1)c1ccc(Br)cc1
    ?	/	-15%
76	O=C(CCC(=O)N1CCOc2ccccc21)NCc1cccnc1
    -1%	/	1%
77	COC(=O)c1ccc(C)c(NC(=O)CSc2nc3[nH]c(=O)cc(O)c3s2)c1
    -20%	-2%	-5%
78	CCc1ccc(CNC(=O)C2CCN(c3nnc(-n4c(C)ccc4C)s3)CC2)cc1
    8.2µM*	8%	?
79	CC(C)(C)NC(=O)C(c1ccncc1)N(C(=O)CNC(=O)c1ccco1)c1ccc(F)cc1 (stereo not given)
    -4%	/	20%
80	C#CCNC(=O)C[C@@H]1C[C@@]2(C(=O)OC)CCCCC=C2N(Cc2ccco2)C1=O
    -15%	/	7%
81	COc1cccc(N(C(=O)Cn2nnc(-c3ccc(F)cc3)n2)C(C(=O)NCC2CCCO2)c2ccc(Cl)cc2)c1 (stereo not given)
    ?	6%	?
82	Cc1ccc(S(=O)(=O)N2C(=O)CCC2C(=O)Nn2cnnc2)cc1 (stereo not given)
    1%	-3%	4%
83	CC1CC(C)CN(C(=O)COC(=O)c2ccc3c(c2)C(=O)N(Cc2ccco2)C3=O)C1 (stereo not given)
    5%	6%	-18%
84	COCCNC(=O)c1cnn(-c2ccc(C)cc2C)c1C1CCN(C(=O)OC(C)(C)C)CC1
    ?	5%	?
85	Cc1ccc(C)c(N2CCN(C(=O)c3ccc(-c4nc(COc5ccccc5)c(C)o4)cc3)CC2)c1
    15µM*	6%	23µM*
86	CCCOc1ccccc1C(=O)N1CCCCC1CCN1CCCCC1 (stereo not given)
    -5%	0%	-5%
87	CCOC(=O)CNC(=O)CSc1nc(C)cc(C)c1C#N
    0%	4%	18%
88	CCOC(=O)C1(CCOc2ccccc2)CCN(Cc2cc(OC)c3c(c2)OCO3)CC1
    12µM*	/	21µM*
89	Cc1ccc(S(=O)(=O)N(CCCO)CC(O)CON=C2c3ccccc3-c3ccccc32)cc1 (stereo not given)
    16µM*	8%	?
90	Cc1nc2ccn(Cc3ccco3)c(=O)c2cc1C(=O)N1CCN(c2ccccc2F)CC1
    ?	5%	?
91	COc1ccc(S(=O)(=O)NCC(=O)NC2CC2)cc1OC
    26%	3%	6%
92	Brc1cnc(N2CCOCC2)nc1N1CCCCC1
    ?	5%	?
93	Cc1ccc(N(Cc2cccs2)C(=O)COc2cccc(C)c2)cc1
    23µM*	-6%	?
94	CCN(CC)C(=O)c1sc2c(c1C)c(=O)n(Cc1ccccc1)c(=O)n2Cc1cc(C)ccc1C
    ?	-1%	?
95	O=C(CCC(=O)NC1CCCCC1)N/N=C/c1ccncc1
    1%	0%	2%
96	O=Cc1ccc(-c2cc(Cl)ccc2Cl)[nH]1
    -11%	-3%	2%
97	O=C(O)c1c(-c2ccccc2)nnc2ccccc12
    6%	/	8%
98	CCCC(=O)NC1CC(=O)N(c2ccc3c(c2)OCCO3)C1 (stereo not given)
    -25%	8%	-1%
99	CCCCOc1ccc(C(=O)Oc2cc(C)[nH]c(=O)c2[N+](=O)[O-])cc1
    0%	4%	-8%
